WRN inhibitor = inhibitors of human WRN helicase. Q14191. WRN helicase unwinding, fluorescent forked duplex, kinetic. Potency, µM (highest dose often 114 µM), inactives show at the top dose activity change, negative = inhibition, hits mostly inhibitors. 0.46% of 360,000 active. AID 651768; note: potency is the fitted concentration of half-maximal effect; % is set by controls: 0 for no effect and ±100 for the full control effect; nearly all actives have a fitted effect of over 55% in size
Target sequence (Q14191 whole entry, looked up): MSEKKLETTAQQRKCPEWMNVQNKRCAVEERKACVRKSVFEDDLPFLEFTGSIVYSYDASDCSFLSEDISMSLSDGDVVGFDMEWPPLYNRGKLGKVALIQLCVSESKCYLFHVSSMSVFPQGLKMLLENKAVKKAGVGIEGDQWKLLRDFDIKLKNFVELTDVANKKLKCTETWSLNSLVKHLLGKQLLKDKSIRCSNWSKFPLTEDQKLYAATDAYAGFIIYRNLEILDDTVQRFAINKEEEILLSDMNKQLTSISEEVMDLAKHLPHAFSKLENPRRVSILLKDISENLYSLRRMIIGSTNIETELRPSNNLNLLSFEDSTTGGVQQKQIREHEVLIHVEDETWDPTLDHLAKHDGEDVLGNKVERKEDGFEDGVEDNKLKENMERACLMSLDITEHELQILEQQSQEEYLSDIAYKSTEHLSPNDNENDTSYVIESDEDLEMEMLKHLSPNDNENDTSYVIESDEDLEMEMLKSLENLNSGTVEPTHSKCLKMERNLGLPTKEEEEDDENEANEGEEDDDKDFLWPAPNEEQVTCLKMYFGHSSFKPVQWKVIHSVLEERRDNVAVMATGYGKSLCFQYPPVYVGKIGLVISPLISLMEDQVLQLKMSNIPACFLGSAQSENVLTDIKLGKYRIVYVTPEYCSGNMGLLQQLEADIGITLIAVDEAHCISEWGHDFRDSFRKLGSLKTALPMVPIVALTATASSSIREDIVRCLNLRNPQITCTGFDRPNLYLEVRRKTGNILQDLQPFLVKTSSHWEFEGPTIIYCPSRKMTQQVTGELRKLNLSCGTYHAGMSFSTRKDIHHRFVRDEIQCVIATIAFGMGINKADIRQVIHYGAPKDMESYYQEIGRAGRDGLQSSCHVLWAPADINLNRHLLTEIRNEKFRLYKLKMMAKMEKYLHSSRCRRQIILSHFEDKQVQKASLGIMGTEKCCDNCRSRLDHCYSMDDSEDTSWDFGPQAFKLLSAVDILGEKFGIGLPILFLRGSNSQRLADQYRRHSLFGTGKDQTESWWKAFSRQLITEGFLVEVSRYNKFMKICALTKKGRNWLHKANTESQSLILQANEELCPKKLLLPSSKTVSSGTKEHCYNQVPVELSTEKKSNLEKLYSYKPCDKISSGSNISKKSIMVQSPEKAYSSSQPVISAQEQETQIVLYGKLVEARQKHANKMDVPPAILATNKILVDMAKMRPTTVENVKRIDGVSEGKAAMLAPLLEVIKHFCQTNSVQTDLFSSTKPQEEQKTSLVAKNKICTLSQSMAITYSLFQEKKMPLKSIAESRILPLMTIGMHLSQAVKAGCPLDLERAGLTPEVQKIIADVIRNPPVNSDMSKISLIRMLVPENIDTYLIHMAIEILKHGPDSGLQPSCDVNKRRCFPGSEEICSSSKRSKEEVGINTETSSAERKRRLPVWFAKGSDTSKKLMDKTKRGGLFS
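Kinetic red-fluorescence monitoring (525/598 nm) tracks WRN helicase activity after 100 nM fluorophore-quencher forked duplex and 2 mM ATP are added to 20 nM enzyme pretreated 15 min at room temperature with compound.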
EPAC1 antag = antagonists of human EPAC1; EPAC1 GEF assay, Rap1b-BODIPY-GDP exchange fluorescence; 0.14% of 360,000 active; Potency, µM (titrated, usually from 115 µM), for the others: at the top dose activity change, negative = inhibition, actives largely listed as inhibitors; AID 720709; O95398;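 note: potency is the fitted concentration of half-maximal effect; plate controls were vehicle for no effect and positive control for full effect; nearly all actives have a fitted effect of over 50% in size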
CCT modulator = changes cytosolic chaperonin activity; activity change, % (test concentration not listed), hits read low; 0.3% of 360,000 active; purified chaperonin ATPase assay, HTRF ADP detection, 30 min; in the data active = activity change below about -30%; note: % is set by controls: 0 for no effect and ±100 for the full control effect
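First, chaperonin was dispensed at 40 nM or 20 nM final depending on batch activity. Next, compounds were pinned at 76 uM and ATP added at 10 uM. After 30 min at 37 °C, ADP detection reagents ran 30 min at ambient temperature.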
EPAC2 agonist = activates human EPAC2 exchange factor. EPAC2 activation, biochemical qHTS; response scale: 100% = 6.5 mM cAMP response. Potency, µM (titrated, usually from 154 µM), inactives show at the highest dose activation, most hits filed as activators. 0.079% of 360,000 active. AID 720711; note: potency is the fitted concentration of half-maximal effect; nearly all actives have a fitted effect of over 50% in size
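In this primary screen, activation is scored as increased exchange of BODIPY-GDP from Rap1B by 100 nM EPAC2, with 50 uM GDP as competitor. Signal is normalized to the 6.5 mM cAMP agonist control.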
IL2 activator = activators of IL-2; AID 652025; 0.065% of 360,000 active; activation, % (series mostly up to about 46 µM); IL-2 activation reporter assay, cell-based qHTS; stimulated with anti-CD3/CD4/CD28 beads; in transgenic mouse T cells; in the data active = activation above about 50%; inconclusive = mostly about 30% to 49%; note: 0% is about no effect
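Screening format: compound pinned onto unstimulated transgenic mouse T cells, 60 min incubation, then anti-CD3/anti-CD4/anti-CD28 bead stimulation for 18 hours at 37 degrees C, followed by EGFP and DsRed detection.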
PLK1 PBD inh = blocks phosphopeptide binding to human PLK1 polo-box domain | AID 720504 | Potency, µM, for the others: max response, negative = inhibition, hits mostly inhibitors | P53350 | Plk1 PBD binding of FITC phosphopeptide, fluorescence polarization | 2.8% of 360,000 active; note: potency is the fitted concentration of half-maximal effect; series mostly up to about 57 µM; % is set by controls: 0 for no effect and ±100 for the full control effect; nearly all actives have a fitted effect of over 65% in size
EPAC1 agonist = agonists of human EPAC1 | AID 720707 | EPAC1 agonist qHTS, biochemical assay; response scale: 100% = response to 6.5 mM cAMP | Potency, µM (highest dose often 154 µM), inactives show at the highest dose activation, usual class: activators | 0.073% of 360,000 active; note: potency is the fitted concentration of half-maximal effect; nearly all actives have a fitted effect of over 60% in size
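Multi-concentration qHTS readout: loss of Rap1B-bound BODIPY-GDP fluorescence driven by 100 nM EPAC1 with excess GDP (50 uM), monitored kinetically at room temperature; agonist response expressed relative to 6.5 mM cAMP.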
PI5P4Ka inh = inhibitors of human PI5P4K alpha; P48426; PI5P4Kalpha enzyme, ADP-Glo luminescence, 60 min; active compounds read low; max response, %; 1.2% of 330,000 active; active = max response of -50% or lower; inconclusive = between -30% and -50%; inactive = -30% or higher; note: value at the top dose of about 77 µM; % is set by controls: 0 for no effect and ±100 for the full control effect
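qHTS, 1536-well: enzyme/substrate mix, compound by pin tool, 5 microM ATP final; RT 60 min; ADP-Glo reagents 1 (45 min) then 2 (30 min); luminescence.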
* hit, by the source's call; ? = inconclusive; / = not tested or not shown; [ ] = another dose, or the depositor's remark. Unless noted, calls come from the whole dose curve; as a rule, active = well fitted curve in the direction sought with a large enough effect; inconclusive = small, poorly fitted or top-dose-only effect, or another doubt; inactive = no such curve, though single readings can be large; an effect the other way counts as inactive or inconclusive. Some of the compounds tested; count on the stated rates, not on these rows.

molecule | WRN inhibitor | EPAC1 antag | CCT modulator | EPAC2 agonist | IL2 activator | PLK1 PBD inh | EPAC1 agonist | PI5P4Ka inh
O=C(O)CSc1nc2c(c(C(F)(F)F)n1)CCc1ccccc1-2 | -2% | 6% | 1.3 | 11% | 2.6 | -30% | 0% | 1
O=[N+]([O-])c1ccc2c(c1)C(O)n1nc(-c3ccc(Cl)cc3Cl)nc1S2 (stereo not given) | -14% | -11% | -0.5 | 3% | -0.2 | -3% | -1% | 5
CCc1cccc2c(C(=O)CSc3nncn3-c3ccc(OC)cc3)c[nH]c12 | 3% | -12% | 1.7 | 10% | -1.7 | -1% | 1% | 2
O=C(CCNc1ccccc1)c1cccc([N+](=O)[O-])c1 | -6% | -9% | 0.7 | 11% | -3.7 | ? | 2% | /
CCNC(=O)c1cccc(NC(=O)CC2SC(N3CCCCC3)=NC2=O)c1 (stereo not given) | 12% | 14% | -5.8 | 7% | -0.9 | -7% | 6% | -1
O=C(CCC(=O)Nc1nnc(C2CCCCC2)s1)NCc1ccc(F)cc1 | -1% | -2% | -2.4 | -4% | -1.8 | -9% | 1% | 0
O=[N+]([O-])c1ccc(NN=Cc2ccccc2O)nc1 | -11% | -4% | 0.2 | 8% | 0.0 | 8% | -3% | 3
COc1ccc(-c2nc(CN3CCC(C(=O)N4CCOCC4)CC3)c(C)o2)c(OC)c1 | -22% | 2% | -3.0 | 2% | 0.3 | -8% | -27% | -5
CCN(CC)CCn1c(SCC(=O)NCCC2=CCCCC2)nc2c(sc3ccccc32)c1=O | -2%[57.1 µM] | -7% | -0.1 | -5% | -2.9 | -10% | 2% | 3
Cc1nnc(SCC(=O)Nc2nccs2)[nH]c1=O | 12% | 11% | 0.0 | 0% | -2.9 | 21µM* | -3% | ?
Cc1cc(/C=C2/C(=N)N3C(c4ccccc4)=CSC3=NC2=O)c(C)n1-c1ccc(Cl)cc1 | 0% | 6% | -3.2 | 4% | 1.8 | -2% | 8% | 1
Cc1ccc(C)c(OCCC(=O)OCC(=O)NC(=O)NC2CCCCC2)c1 | -6% | -25% | -0.3 | 0% | -0.6 | 5% | -3% | 17
CC(=O)NC1=NC(=O)/C(=C/c2cc(C)n(-c3ccc(NC(C)=O)cc3)c2C)S1 | -22% | -7% | 0.3 | 5% | -0.4 | 18% | 3% | 3
Brc1ccc(CNc2nc3ccccc3n2CCN2CCCCC2)cc1 | -4% | 4% | -0.3 | 3% | -0.5 | 2% | 11% | -5
Nc1[nH]nc2ncc3cc4ccccc4nc3c12 | -11%[11.6 µM] | -1% | 4.8 | -1% | -6.6 | -4% | -9% | -21
O=C(Cn1cnc2c(NC(=O)OCc3ccccc3)ncnc21)NCc1ccccn1 | 4% | -16% | -0.5 | 11% | 4.9 | -12% | -7% | -1
N#C/C(=C/Nc1ccccc1C(=O)O)C(N)=O | -9% | -12% | -2.1 | 6% | 2.8 | -9% | 14% | ?
CCOc1ccc(S(=O)(=O)NCCC(=O)NCC(c2ccco2)N2CCCCC2)cc1 (stereo not given) | 2% | -14% | 2.0 | 9% | 0.3 | -6% | 14% | 1
Cn1c(/C(C#N)=C(\O)c2cccc(F)c2)nc2ccccc21 | ? | -10% | -1.4 | 3% | 1.1 | -8% | -1% | 0
CC(NCCc1ccc(S(N)(=O)=O)cc1)C(=O)NCCc1ccc(F)cc1 (stereo not given) | 5% | 2% | -1.2 | 3% | 1.1 | 3% | -4% | 0
O=C(/C=C/c1cn(-c2ccccc2)nc1-c1cccnc1)NCCN1CCOCC1 | -5% | 3% | -2.5 | 7% | -0.1 | -15% | 0% | -2
Cc1cccc(N2CCN(c3ccc(NC(=O)/C=C(/C(=O)O)c4ccccc4)cc3)CC2)c1 | -21% | -4% | -0.4 | -7% | 1.7 | -4% | 6% | -16
COc1ccc([N+](=O)[O-])cc1NC(=S)Nc1ccccc1 | 2% | -2% | 1.6 | 7.9µM* | -0.4 | -30% | 0% | 6
C[C@@H](CN1C(=O)C(=O)NC[C@@H]1Cc1ccc(O)cc1)NC(=O)Cc1ccccc1 | 0% | -6% | -23 | 8% | -2.8 | ? | -2% | -2
CCOC(=O)CS(=O)(=O)c1nc(-c2ccc(F)cc2)cc(C(F)(F)F)n1 | 50µM* | -10% | -11 | 0% | -0.2 | 5.3µM* | -28% | -11

A second format for part of the listing above:
O=[N+]([O-])c1ccc2c(c1)C(O)n1nc(-c3ccc(Cl)cc3Cl)nc1S2 (stereo not given)
  WRN inhibitor: -14% | EPAC1 antag: -11% | CCT modulator: -0.5 | EPAC2 agonist: 3% | IL2 activator: -0.2 | PLK1 PBD inh: -3% | EPAC1 agonist: -1% | PI5P4Ka inh: 5

Cc1cccc(N2CCN(c3ccc(NC(=O)/C=C(/C(=O)O)c4ccccc4)cc3)CC2)c1
  WRN inhibitor: -21% | EPAC1 antag: -4% | CCT modulator: -0.4 | EPAC2 agonist: -7% | IL2 activator: 1.7 | PLK1 PBD inh: -4% | EPAC1 agonist: 6% | PI5P4Ka inh: -16

O=C(/C=C/c1cn(-c2ccccc2)nc1-c1cccnc1)NCCN1CCOCC1
  WRN inhibitor: -5% | EPAC1 antag: 3% | CCT modulator: -2.5 | EPAC2 agonist: 7% | IL2 activator: -0.1 | PLK1 PBD inh: -15% | EPAC1 agonist: 0% | PI5P4Ka inh: -2

(next part)
molecule | WRN inhibitor | EPAC1 antag | CCT modulator | EPAC2 agonist | IL2 activator | PLK1 PBD inh | EPAC1 agonist | PI5P4Ka inh
O=C(Nc1ccc([N+](=O)[O-])cc1)c1cccc([N+](=O)[O-])c1 | -9% | 1% | 0.2 | -1% | 1.4 | -2% | 9% | 9
NC(=O)N/N=C/c1sc(N2CCCCC2)nc1-c1cccs1 | -3% | -12% | 0.2 | 18% | -0.9 | ? | 0% | -3
COC(=O)[C@H]1[C@H](C(=O)OC)[C@@H](C(=O)OC)N(c2ccc(OC)cc2)[C@@H]1C(=O)OC | 1% | -6% | -0.1 | -10% | 3.2 | -4% | -6% | 2
CCOC(=O)CSc1nnc(-c2ccccc2OC)o1 | 6% | -2% | -2.6 | 11% | -1.4 | -8% | -1% | /
NC(=O)C1CCN(C(=O)CC2(CC(=O)O)CCCC2)CC1 | -32% | ? | -0.3 | 17% | -3.5 | -7% | 4% | -12
Clc1nc(-c2ccccc2)ncc1Oc1ccccc1 | -7% | 6% | -0.1 | -1% | 0.2 | -3% | -1% | 13
COc1ccc(CNC(=O)Oc2ccccc2)cc1Cl | 1% | 3% | -1.1 | 10% | -1.3 | ? | -12% | 2
COc1ccc(OCCCC(=O)OCC(=O)Nc2ccc(Cl)cn2)cc1 | -19% | -11% | -10 | -4% | 1.6 | -4% | 21% | 0
CCc1nnc(NC(=O)CSc2nnnn2-c2cccc(C(C)=O)c2)s1 | 2% | -6% | -7.2 | 9% | -2.7 | -4% | 6% | 2
CCOC(=O)CSc1nc(N)c(C#N)c(-c2ccc(OCC)cc2)c1C#N | -6% | 2% | -10 | 1% | -3.1 | -10% | -1% | /
CCN(C(=O)COC(=O)/C=C/c1ccc(OC(F)F)c(OC)c1)C1CCS(=O)(=O)C1 (stereo not given) | 11% | 14% | -3.4 | 0% | -4.5 | -2% | 13% | -2
Fc1cccc(Cl)c1CSc1ccc(-c2cccnc2)nn1 | -8% | 3% | -2.6 | 18% | -0.3 | -14% | -6% | -10
Cn1cccc1-c1cc(C(=O)O)[nH]n1 | 7% | -1% | -0.1 | -1% | -0.2 | 0% | 0% | /
C#CCNC(=O)C1=C[C@@H](c2ccc(C(F)(F)F)cc2)C[C@@H](OCCCCO)O1 | 4% | -24% | -1.6 | 0% | -0.2 | -7% | -22% | -1
NC(=O)CC1Nc2cccc3cccc(c23)NC1=O (stereo not given) | -28% | 2% | -5.7 | 8% | -0.3 | -12% | 1% | ?
CCn1c(Cn2nnc(-c3ccccc3)n2)nnc1SCC(=O)Nc1cccc(C(C)=O)c1 | 0%[57.1 µM] | 2% | -1.7 | 1% | 3.4 | 2% | 6% | /
CCc1ccc(NC(=O)C(C)n2nc(C)c([N+](=O)[O-])c2C)cc1 (stereo not given) | 3% | 9% | 2.1 | 12% | -4.1 | -1% | -4% | 8
COc1cc(C(=O)OCCN2CCOCC2)cc(OC)c1OC | -9% | -5% | -2.5 | 5% | -0.9 | -10% | 0% | /
CCOC(=O)c1c(NC(=O)CSc2nnnn2C)sc(CC)c1C | -22% | -14% | -1.4 | 4% | -0.4 | -11% | 25% | /
O=C(c1cccs1)c1c[nH]cc1-c1ccccc1 | 1% | -5% | 1.3 | 12% | 0.6 | -1% | -5% | -8
COc1ccc(-c2nc3ccc(N4CCN(C)CC4)cc3c(=O)[nH]2)cc1 | 2%[57.1 µM] | -15% | -2.1 | -3% | 0.4 | -1% | 2% | 12
COCCn1cnc2c(c1=O)c1nc3ccccc3nc1n2/N=C/c1cccc(OC)c1 | 1% | -4% | -0.5 | 2% | -5.7 | -4% | 2% | 0
Cc1ccc(N(Cc2cc3ccc(C)cc3[nH]c2=O)S(=O)(=O)c2ccccc2)cc1 | -4% | -10% | -5.9 | 7% | -1.4 | -16% | 16% | 1
CCCCN(C(=O)CSc1nnc2ccccn12)c1c(N)n(Cc2ccccc2)c(=O)[nH]c1=O | 3% | 4% | 0.2 | 13% | -5.1 | -18% | 8% | -7
Cc1cc2nc(C)n(CCCN)c2cc1C | 4% | 0% | -2.0 | 3% | -0.9 | -8% | 11% | -1
N#C/C(=C(\O)CCl)c1nnc2n1CCCCC2 | -1% | 0% | -3.1 | -9% | -0.5 | -1% | 5% | -6
CCNc1nc(Oc2ccc(C(=O)OCC)cc2)nc(SC)n1 | -5% | -4% | 0.6 | -1% | -0.7 | 2% | 16% | 1
O=C(CSc1nnc(-c2ccc(O)cc2)o1)NNC(=O)c1ccncc1 | -30% | -13% | 1.2 | 3% | -2.0 | -5% | 9% | -12
CC1(C)ON=C(c2ccc(C(F)(F)F)cc2)NC1=O | 3%[57.1 µM] | 3% | -0.8 | -1% | 0.2 | 0% | -2% | 3
CCNc1c([N+](=O)[O-])c(=O)oc2ccccc12 | 9% | 9% | -3.8 | 3% | 1.4 | -1% | -2% | 0
COc1ccc(OC)c(NC(=O)CSc2nncc3ccccc23)c1 | -13% | -4% | -1.9 | -10% | -0.9 | -26% | -8% | 0
C=CCn1c(-c2cccc(OC)c2OC)n[nH]c1=S | 10% | -6% | 2.4 | 7% | 4.0 | -1% | -6% | -7
O=C(/C=C/c1ccccc1)N/C(=C/c1ccccc1)C(=O)Nc1ccc(C(=O)O)cc1 | 5% | -15% | -0.9 | 4% | 6.7 | 27µM* | -1% | -19
Cc1n[nH]c(C)c1C(=O)CC1(O)C(=O)N(CCc2ccccc2)c2ccc(Cl)cc21 (stereo not given) | 4% | -8% | 0.9 | 4% | -1.5 | ? | -2% | 3

Screens: PubChem BioAssay, National Center for Advancing Translational Sciences (NCATS)
